# From PubChem BioAssay
# mec2-1 = NCI yeast anticancer drug screen, S. cerevisiae mec2-1 strain; AID 157; % growth inhibition at 50 µM; hit rate 9% among 79,000;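 also: 0% = growth of vehicle-only cultures of the same strain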
#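 Yeast mec2-1 mutant treated with compound. Readout: growth inhibition vs vehicle controls.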
# yeast mlh1 rad18 = NCI yeast anticancer drug screen, S. cerevisiae mlh1 rad18 strain. growth inhibition, % at 50 µM. hit rate 11% among 79,000;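 also: 0% = growth of vehicle-only cultures of the same strain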
#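 Yeast w/ defined DNA-repair lesions; compound exposure; growth vs vehicle controls → % inhibition.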
# bub3 = NCI yeast anticancer drug screen, S. cerevisiae bub3 mutant strain. % growth inhibition at 50 µM. hit rate 9.9% among 78,000. AID 167;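 also: 0% = growth of vehicle-only cultures of the same strain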
#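 Whole-cell yeast assay. The mutant strain was incubated with compounds, and growth inhibition was determined by comparison with vehicle-treated cells.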
# rad50 = NCI yeast anticancer drug screen, S. cerevisiae rad50 strain | growth inhibition, % at 50 µM | hit rate 10% among 79,000 | AID 155;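 also: 0% = growth of vehicle-only cultures of the same strain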
#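 Genetically altered yeast (DNA repair pathway); compound treatment; growth inhibition vs vehicle ctrl.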
# yeast cln2 rad14 = NCI yeast anticancer drug screen, S. cerevisiae cln2 rad14 strain; growth inhibition, % at 50 µM; hit rate 8.3% among 78,000; AID 165;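 also: 0% = growth of vehicle-only cultures of the same strain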
#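 Growth inhibition, relative to vehicle-treated controls, is the read-out. The test organism is a yeast strain with defined genetic alterations, cln2 rad14.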
# yeast sgs1 mgt1 = NCI yeast anticancer drug screen, S. cerevisiae sgs1 mgt1 strain. AID 161. hit rate 10% among 78,000. growth inhibition, % at 50 µM;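 also: 0% = growth of vehicle-only cultures of the same strain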
#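 Genetically altered yeast, compound exposure, growth inhibition relative to vehicle.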
# The depositor's hits bear a star; / = no result given; & = joins results of further samples; ! = repeats disagree. Rule as the data show it: active = growth inhibition above about 70%; inactive = the rest. Only part of the results is shown; count on the stated rates, not on these rows.
SMILES,mec2-1,yeast mlh1 rad18,bub3,rad50,yeast cln2 rad14,yeast sgs1 mgt1
CCN(CCCl)c1ccc(NC(=O)c2cc(C(=O)NCCN(C)C)cc(C(=O)Nc3ccc(N(CC)CCCl)cc3)c2)cc1,-24,12,-1,35,3,-16
CC(=O)CCNC1(c2ccccc2)CCCCC1,3,-3,-2,4,-1,-3
OCC(O)C(O)CO (stereo not drawn) (tested in a mixture with another compound),32,-10,12,15,-45,-2
C[N+]1([O-])[C@H]2CC(OC(=O)[C@H](CO)c3ccccc3)C[C@H]1[C@H]1O[C@H]12 (stereo partly drawn),-3,-10,-34,-10,-26,-15
O=C(CCC1CCCCN1)Nc1ccc2c(c1)C(=O)c1ccc(NC(=O)CCN3CCCCC3)cc1C2=O (stereo not drawn),9,7,-13,6,9,-2
CC(=O)CP(=O)(O)O,-12,-6,10,23,-56,0
C[N+](C)(C)CC1Cc2ccccc2C1=O (stereo not drawn),93*,93*,92*,90*,91*,92*
CC(=O)C(N)Cc1ccccc1 (stereo not drawn),17,15,23,24,-27,10
OCC1OC(n2cnc3cc(Cl)c(Cl)cc32)C(O)C1O (stereo not drawn),14,5,6,-1,-20,22
CCC(C)OC(=O)Nc1cccc(OC(=O)NC)c1 (stereo not drawn),-23,0,-2,5,-2,-2
Cc1ccc(OC(=O)CCl)cc1,-3,-14,2,7,-32,-21
NNN1CCN(N)CC1,-12,4,17,11,-8,6
CCN(CC)CC(O)c1ccccc1 (stereo not drawn),6,-3,-10,17,18,3
C/C=C/C(=O)O,-5,-10,0,4,10,-24
Cc1ccc(N=P(c2ccccc2)(c2ccccc2)c2ccccc2)cc1.[Br][Hg][Br],98*,97*,99*,99*,98*,98*
CN(C)c1ccc(C2N(Cc3ccc(N(CCCl)CCCl)cc3Cl)CCCN2Cc2ccc(N(CCCl)CCCl)cc2Cl)cc1,91*,95*,94*,94*,16,99*
Cc1nc(Cl)c(CBr)c(Cl)n1,70*,/,52,68,34,33
CCCCCCCCCCCCCC(=O)[O][Hg][c]1ccccc1,100*,100*,99*,100*,100*,100*
N#Cc1ccc(O)cc1,7,12,12,10,2,-4
CCOC(=O)/C(C#N)=C(/SC)N1CC1,12,-2,7,2,-7,1
COC(=O)c1c(C)ccc2c(O)c3c(cc12)C(=O)c1c2c(cc(O)c1C3=O)C1(C)OC(C)(O2)C(O)C(N(C)C)C1O (stereo not drawn),96*,96*,96*,97*,93*,98*
COC(=O)C1C(C=C(C)C)C1(C)C (stereo not drawn),0,5,24,18,12,1
O=C(CCCc1ccccc1)[O][Hg][c]1ccccc1,100*,99*,99*,100*,99*,100*
CC(=O)/C=C/c1ccccc1,7,54,6,-3,-6,47

# 23 neighbouring compounds from above, for reference:
SMILES,mec2-1,yeast mlh1 rad18,bub3,rad50,yeast cln2 rad14,yeast sgs1 mgt1
CCN(CCCl)c1ccc(NC(=O)c2cc(C(=O)NCCN(C)C)cc(C(=O)Nc3ccc(N(CC)CCCl)cc3)c2)cc1,-24,12,-1,35,3,-16
CC(=O)CCNC1(c2ccccc2)CCCCC1,3,-3,-2,4,-1,-3
OCC(O)C(O)CO (stereo not drawn) (tested in a mixture with another compound),32,-10,12,15,-45,-2
C[N+]1([O-])[C@H]2CC(OC(=O)[C@H](CO)c3ccccc3)C[C@H]1[C@H]1O[C@H]12 (stereo partly drawn),-3,-10,-34,-10,-26,-15
O=C(CCC1CCCCN1)Nc1ccc2c(c1)C(=O)c1ccc(NC(=O)CCN3CCCCC3)cc1C2=O (stereo not drawn),9,7,-13,6,9,-2
CC(=O)CP(=O)(O)O,-12,-6,10,23,-56,0
C[N+](C)(C)CC1Cc2ccccc2C1=O (stereo not drawn),93*,93*,92*,90*,91*,92*
CC(=O)C(N)Cc1ccccc1 (stereo not drawn),17,15,23,24,-27,10
OCC1OC(n2cnc3cc(Cl)c(Cl)cc32)C(O)C1O (stereo not drawn),14,5,6,-1,-20,22
CCC(C)OC(=O)Nc1cccc(OC(=O)NC)c1 (stereo not drawn),-23,0,-2,5,-2,-2
Cc1ccc(OC(=O)CCl)cc1,-3,-14,2,7,-32,-21
NNN1CCN(N)CC1,-12,4,17,11,-8,6
CCN(CC)CC(O)c1ccccc1 (stereo not drawn),6,-3,-10,17,18,3
C/C=C/C(=O)O,-5,-10,0,4,10,-24
Cc1ccc(N=P(c2ccccc2)(c2ccccc2)c2ccccc2)cc1.[Br][Hg][Br],98*,97*,99*,99*,98*,98*
CN(C)c1ccc(C2N(Cc3ccc(N(CCCl)CCCl)cc3Cl)CCCN2Cc2ccc(N(CCCl)CCCl)cc2Cl)cc1,91*,95*,94*,94*,16,99*
Cc1nc(Cl)c(CBr)c(Cl)n1,70*,/,52,68,34,33
CCCCCCCCCCCCCC(=O)[O][Hg][c]1ccccc1,100*,100*,99*,100*,100*,100*
N#Cc1ccc(O)cc1,7,12,12,10,2,-4
CCOC(=O)/C(C#N)=C(/SC)N1CC1,12,-2,7,2,-7,1
COC(=O)c1c(C)ccc2c(O)c3c(cc12)C(=O)c1c2c(cc(O)c1C3=O)C1(C)OC(C)(O2)C(O)C(N(C)C)C1O (stereo not drawn),96*,96*,96*,97*,93*,98*
COC(=O)C1C(C=C(C)C)C1(C)C (stereo not drawn),0,5,24,18,12,1
O=C(CCCc1ccccc1)[O][Hg][c]1ccccc1,100*,99*,99*,100*,99*,100*

# Reprinted at random: two entries already listed
SMILES,mec2-1,yeast mlh1 rad18,bub3,rad50,yeast cln2 rad14,yeast sgs1 mgt1
C/C=C/C(=O)O,-5,-10,0,4,10,-24
O=C(CCCc1ccccc1)[O][Hg][c]1ccccc1,100*,99*,99*,100*,99*,100*

# The listing continues:
SMILES,mec2-1,yeast mlh1 rad18,bub3,rad50,yeast cln2 rad14,yeast sgs1 mgt1
O=C(O)CCc1ccc(NP(=O)(Oc2ccccc2)N(CCCl)CCCl)cc1 (stereo not drawn),7,-20,2,8,15,15
[Ni+2].[O-]c1ccc(Cl)cc1C=NCc1ccccn1.[O-]c1ccc(Cl)cc1C=NCc1ccccn1,97*,97*,97*,94*,87*,98*
OC1C2CCN(CC2)C1C(c1ccccc1)c1ccc(F)cc1 (stereo not drawn),1,-2,-5,-7,-3,-3
CN(C)CCc1ccc([N+](=O)[O-])cc1,-27,20,-2,4,11,44
O=C(COc1ccc(Cl)cc1C(=O)O)NCc1ccc(NC(=O)Nc2ccc(S(=O)(=O)F)cc2Cl)cc1,-19,-9,-4,-12,-4,11
COC(=O)C1C(=O)C(C(=O)OC)C2CCC1N2C (stereo not drawn),-11&4,28&9,-21&-6,69&15,9&11,-22&19
O=C(c1ccccc1)C1CCCN(CCc2ccccc2)C1 (stereo not drawn),56,68,84*,57,82*,73*
O=c1[nH]cc(CCl)c(=O)[nH]1,-17,0,5,3,26,6
COc1ccc2nc3cc(Cl)ccc3c(NCCCSCCCl)c2n1,80*,92*,71*,95*,78*,94*
Cc1cc(C)c(O)c(C)c1.[Hg],100*,100*,99*,100*,99*,100*
CCC1(c2c(F)c(F)c(N)c(F)c2F)CCC(=O)NC1=O (stereo not drawn),-6,2,-16,-12,16,-1
CC(C)c1c(OC(=O)N(C)C)c(C#N)c2[nH]c3ccccc3n2c1=O,3,-6,-40,-3,-9,14
CC(C[N+]1(C)CCCCCCC1)C(C#N)(c1ccccc1)c1ccccc1 (stereo not drawn),15,25,3,17,9,12
S=P(C1CCCCC1)(C1CCCCC1)C(c1cccnc1)N1CCCC1 (stereo not drawn),-9,14,21,-7,-6,-6
CC[N+](CC)(CC)CC#CC[N+](CC)(CC)CC,5,6,13,6,1,14
O=C(CP(=O)(O)O)c1cccs1,-10,-19,-18,-11,-11,-28
COC12C(COC(N)=O)C3=C(C(=O)C(C)=C(N4CC4)C3=O)N1CC1NC12 (stereo not drawn),90*,87*,89*,88*,86*,91*
c1ccc(CCN2CCCCCC2)nc1,-24,5,-40,2,68,-33
N#Cc1ccc(NN=O)cc1,-3,28,25,16,0,10
NCC(=O)c1ccc(O)c(O)c1,-7,-9,16,-9,3,-4
NCc1nc(N)nc(N)n1,-15,10,-16,-21,-26,-14
Nc1c(Br)cc(Br)c2c1C(=O)c1ccccc1C2=O,-9,4,8,-11,42,12
CCOP(=O)(CSCCC1(C)NC(=O)NC1=O)OCC (stereo not drawn),-10,7,7,9,3,24
O=[N+]([O-])c1cccc(C(Cl)Cl)c1,-5,-2,12,30,22,22
Sc1ccccc1,3,10,45,-12,0,18
c1ccc(CC[N+]23CC[N+](CCc4ccccc4)(CC2)C3)cc1,3,16,4,28,-26,1
Cc1cc([N+](=O)[O-])c(N)c([N+](=O)[O-])c1,-11,-5,-11,-2,4,-10
N#Cc1cccc(C#N)c1,-38,17,-8,1,14,0
COC(=O)C12CN(C)CC(C(=O)OC)(C1=O)C(c1ccccc1)OC2c1ccccc1 (stereo not drawn),-4&20,12&7,-4&-1,0&4,-5&-2,-19&-16
CC[As](CC)SC(CC[C@@H](C)C1CC[C@@]2(C)C3=C(CC[C@]12C)[C@@]1(C)CC[C@H](O)C(C)(C)[C@@H]1CC3)C(C)C (stereo partly drawn),18,-26,-2,4,-21,-8
CC(C)OC(=O)C(C)Br (stereo not drawn),-3,1,3,0,3,-8
CNC(=S)P(c1ccccc1)c1ccccc1,15,10,13,9,22,7
N#CS.N=C=S.O=N[O-].[Co+3].[NH-]CC[NH-].[NH-]CC[NH-],6,13,51,-7,-34,8
CC(C)NCCc1ccc(O)cc1,-8,3,-10,0,-15,15
COc1ccccc1/C=C/[N+](=O)[O-],100*,99*,99*,100*,99*,99*
ClCc1ccc(Cl)c(Cl)c1,4,-20,2,16,10,-3
O=[N+]([O-])CCc1cccc([N+](=O)[O-])c1,-1,10,23,22,1,10
CC1(C(=O)O)C2[Se]c3[se]ccc3C2C1(C)C(=O)O (stereo not drawn),-13,-5,2,-3,-12,-4
C=CCSc1nc2ccccc2c(=O)n1-c1cc(OC)c(Cl)cc1OC,-21,-9,42,9,8,15
COC(=O)C1C(OC(=O)c2ccccc2)CC2CCC1N2C(N)=O (stereo not drawn),-1,3,-16,-13,-23,-8
Cc1cc(Cl)ccc1N,6,21,24,32,12,1
Cc1ccc([Se][Se]c2ccc(C)cc2)cc1,11,43,41,56,30,36
ClCCN(CCCl)c1ccc(/C=N/N2CCN(/N=C/c3ccc(N(CCCl)CCCl)cc3)CC2)cc1,-3,-1,-11,8,8,22
CCCCOP(=O)(OCCCC)c1ccccc1OC,4,-2,1,-16,9,4
O=[As]c1cccc2ccccc12 (stereo not drawn),100*,99*,99*,99*,99*,100*
O=C1NC(=O)C(=C/C=C/c2ccccc2)C(=O)N1,-4,-2,10,34,16,19
C[C@]12CCC3[C@@H](CC[C@@H]4c5nonc5CC[C@]34C)C1CC[C@@H]2O (stereo partly drawn),3,4,21,7,-52,-2
N#Cc1ccc(/C=C/C(=O)O)cc1,-10,-4,-10,17,-60,-9
CCC1(N(C)C)C(=O)NC(=O)N(C)C1=O (stereo not drawn),-21,1,-18,-43,-13,-23
Cc1c([C@H](C)[C@@H]2NC[C@@H](C)C[C@H]2O)ccc2c1C[C@H]1[C@H]2CC=C2C[C@@H](O)CC[C@@]21C,79*,87*,86*!,88*,83*,86*
Cc1csc2n/c(=N/[N+](=O)[O-])sn12,27,44,50,52,-12,47
COc1ccc(CC2C(=O)NC(C)C(=O)N(C)C3C(=O)N(C)C(Cc4ccc(O)c(c4)Oc4ccc(cc4)C3O)C(=O)NC(C)C(=O)NC(C)C(=O)N2C)cc1 (stereo not drawn) (tested in a mixture with another compound),78*,69,83*,83*,78*,86*
CCC[CH2][Sn]([CH2]CCC)[S]CC(N)C(=O)O (stereo not drawn),99*,98*,98*,98*,98*,98*
Cl.[O-]c1cccc2cccnc12.[O-]c1cccc2cccnc12.[O-]c1cccc2cccnc12.[O-]c1cccc2cccnc12.[Ti+4],93*,85*,92*,90*,91*,93*
CCNC(=O)O/N=C1/C=C2CC[C@@H]3C(CC[C@@]4(C)C3CC[C@@H]4OC(=O)NCC)[C@@]2(C)CC1 (stereo partly drawn),98*,98*,97*,98*,96*,98*
N#Cc1ccccc1Cl,-8,40,24,8,21,5
CC(C)=CC1C(C(=O)OCCOc2ccccc2)C1(C)C (stereo not drawn),-6,-2,-14,-1,-27,10
CN1CC2CC(C1)c1cccc(=O)n1C2 (stereo not drawn),-46,-34,-44,-36,3,-36
[N-]=[N+]=NCC1=CCN2CCC(O)C12 (stereo not drawn),3,-8,-8,-5,-4,-3
O=C1C=C(Cl)C(O)C1(Cl)Cl (stereo not drawn),40,13,23,38,48,46
O=c1n(CC2CS2)c2ccccc2n1CC1CS1 (stereo not drawn),-1,-5,-11,42,-30,5
Cc1cc(S(=O)(=O)F)cc(Cl)c1OC(=S)N(C)C,7,7,8,20,15,5
O=P(Oc1ccccc1)(Oc1ccccc1)N(CCCl)CCCl,10,-38,-19,0,-12,-8
